# CXCR6 inh: CXCR6 receptor inhibitors, primary screen, cell-based, beta-arrestin, luminescence, CHO-K1 PathHunter, 1536-well | inhibition, % at 20 µM | AID 602244, 2012 | C-X-C chemokine receptor type 6 (Homo sapiens), O00574 | 360,000 compounds, 0.36% hits; in the data active = inhibition above about 34%, passing the limit was not always enough;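 note: antagonist mode with CXCL16 agonist at 10 nM final; 0% = 10 nM CXCL16 with DMSO and 100% = unstimulated wells without agonist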
# Gli-Sufu antag: Gli-Sufu pathway antagonists, primary screen, luciferase luminescence, Sufu-KO-LIGHT cells, uHTS; Sufu-KO-LIGHT fibroblasts, Gli luciferase reporter luminescence; inhibition, % at 5 µM; 340,000 compounds, 0.74% hits; AID 588413, 2011;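 active = inhibition above about 55%, limit read from the data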;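 note: 0% = DMSO-treated cells and 100% = wells with medium but no cells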
# UBC13 polyUb: UBC13 polyubiquitin chain formation inhibitors, primary screen, biochemical, TR-FRET, uHTS; Ubiquitin-conjugating enzyme E2 N (Homo sapiens), P61088; inhibition, % at 20 µM; 330,000 compounds, 0.47% hits; in the data active = inhibition above about 45%, passing the limit was not always enough
# Target sequence (P61088 whole entry, looked up): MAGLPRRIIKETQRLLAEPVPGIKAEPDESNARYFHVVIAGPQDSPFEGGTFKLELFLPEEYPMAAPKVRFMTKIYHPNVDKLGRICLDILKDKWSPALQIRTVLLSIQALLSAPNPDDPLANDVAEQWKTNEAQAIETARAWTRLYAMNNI
# ATG4B inh: ATG4B protease inhibitors, primary screen, biochemical, fluorescence, uHTS. Cysteine protease ATG4B (Homo sapiens), Q9Y4P1. ATG4B cleavage of LC3-PLA2, NBD-HPC fluorescence, 1 h. inhibition, % at 8.33 µM. 340,000 compounds, 0.51% hits. AID 504462, 2011; in the data active = inhibition above about 40%
# Target sequence (Q9Y4P1 whole entry, looked up): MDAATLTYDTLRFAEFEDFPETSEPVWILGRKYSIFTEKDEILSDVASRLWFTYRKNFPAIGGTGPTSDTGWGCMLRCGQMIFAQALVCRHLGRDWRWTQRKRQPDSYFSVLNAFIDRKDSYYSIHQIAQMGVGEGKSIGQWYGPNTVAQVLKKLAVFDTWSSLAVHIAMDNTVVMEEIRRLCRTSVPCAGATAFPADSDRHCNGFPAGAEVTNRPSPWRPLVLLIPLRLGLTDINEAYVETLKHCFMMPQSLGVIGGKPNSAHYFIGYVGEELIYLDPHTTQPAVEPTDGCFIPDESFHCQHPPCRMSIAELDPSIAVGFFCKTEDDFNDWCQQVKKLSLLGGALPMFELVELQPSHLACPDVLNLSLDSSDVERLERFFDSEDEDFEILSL
# EBI2 antag: EBI2 receptor antagonists, beta-arrestin recruitment, primary screen, cell-based, luminescence, 7a,25-OHC stimulation, uHTS | G-protein coupled receptor 183 (Homo sapiens), P32249 | 7a,25-OHC stimulated | inhibition, % at 5 µM | 360,000 compounds, 0.81% hits | AID 651636, 2012; in the data active = inhibition above about 38%;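 note: enzyme fragment complementation signal reports receptor beta-arrestin coupling in cells; 0% = agonist plus DMSO wells and 100% = wells without agonist; some results beyond the cut were filed as inactive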
# Target sequence (P32249 whole entry, looked up, the tested form may be a part): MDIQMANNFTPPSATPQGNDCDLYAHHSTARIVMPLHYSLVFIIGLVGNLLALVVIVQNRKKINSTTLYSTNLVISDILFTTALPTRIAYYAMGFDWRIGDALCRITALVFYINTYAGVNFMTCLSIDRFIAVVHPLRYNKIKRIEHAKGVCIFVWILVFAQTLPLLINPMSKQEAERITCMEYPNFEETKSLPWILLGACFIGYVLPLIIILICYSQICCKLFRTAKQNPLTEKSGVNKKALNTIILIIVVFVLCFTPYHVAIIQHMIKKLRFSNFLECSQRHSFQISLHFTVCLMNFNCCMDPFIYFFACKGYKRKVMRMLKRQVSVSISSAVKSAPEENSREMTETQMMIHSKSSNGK
# CCR6 antagonist: CCR6 receptor antagonists, primary screen, cell-based, CHO-K1, luminescence, beta-arrestin, uHTS | C-C chemokine receptor type 6 (Homo sapiens), P51684 | CHO-K1 CCR6 PathHunter beta-arrestin, CCL20-stimulated | inhibition, % at 20 µM | 340,000 compounds, 0.49% hits;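 active = compounds whose inhibition of the agonist-driven luminescence signal at 20 µM reaches about 50%, limit read from the data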;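 note: cells stimulated with CCL20 at 14 nM final; plate controls were DMSO with CCL20 for no effect and DMSO without agonist for full effect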
# APJ antagonist: antagonists of human apelin receptor APJ, primary screen, CHO-K1 cells, beta-arrestin complementation, luminescence | P35414 | inhibition, % at 20 µM | 330,000 compounds, 0.32% hits;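 active = inhibition above about 40% at 20 µM, limit read from the data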;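 note: cells challenged with 10 nM apelin-13 agonist together with compound; plate controls were apelin-13 plus DMSO wells for no effect and DMSO wells lacking apelin-13 for full effect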
# APJ agonist: agonists of human apelin receptor APJ, primary screen, CHO-K1 cells, PathHunter beta-arrestin, luminescence | 330,000 compounds, 0.11% hits | 0% DMSO wells, 100% apelin | P35414 | activation, % at 20 µM | AID 2520, 2010;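 active = activation more than six SD over the plate average, tested at 20 µM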;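 note: 0% = DMSO alone and 100% = apelin-13 at 10 nM; some results filed as inactive read as strong as hits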
#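 Material: CHO-K1 APJ beta-arrestin complementation cell line; Input: cell density 1000 per well; Incubation: compound stimulation 90 min at 25 °C, detection 60 min; Signal: luminescence from split beta-galactosidase complementation, Galacton Star/Emerald II substrate; Controls: DMSO-only wells as negative, 10 nM Apelin-13 as positive control.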
# An asterisk follows results filed as active; / = not tested or not shown.
1: O=C1[C@H](Cc2ccccc2)NCCCC[C@H](c2ccc(Cl)cc2)N1Cc1ccccc1
2: Cc1cc(C)nc(-n2nc(C)cc2NC(=O)CNC2CCCCC2)n1
3: CN(C(=O)COC(=O)/C=C/c1ccc(C(F)(F)F)cc1)c1c(N)n(Cc2ccccc2)c(=O)[nH]c1=O
4: CCNc1nc(NCC)nc(SCCOc2ccc(C)cc2)n1
5: Cc1noc(C)c1COc1ccc(CC(=O)NCCc2ccccc2)cc1
6: CCN(CC)c1ccc(NC(=O)COC(=O)Cc2ccsc2)cc1

Screen / compound no.,1,2,3,4,5,6
CXCR6 inh,20,5,-8,-8,-12,-17
Gli-Sufu antag,-6,7,2,3,-1,-5
UBC13 polyUb,/,-4,-2,-6,-4,3
ATG4B inh,-12,-1,-5,17,1,-9
EBI2 antag,13,-4,12,1,8,-13
CCR6 antagonist,22,-6,6,4,-3,0
APJ antagonist,/,0,6,15,1,-9
APJ agonist,/,-6,12,-4,-3,12

7: O=C(Nc1nc(-c2ccccc2)cs1)Nc1ccc(F)cc1F
8: CSc1nc(N2CCOCC2)c2c3c(sc2n1)CCCC3
9: O=C(CCNc1n[nH]c(=O)[nH]c1=O)N/N=C\c1ccc(Br)cc1
10: S=c1[nH]nc(CCc2ccccc2)n1-c1ccc(Cl)cc1
11: Cc1ccc(N(C(=O)c2snc(C(N)=O)c2N)C(C(=O)NCCC(C)C)c2ccco2)cc1 (centres undefined)
12: CCOC(=O)c1sc(N(Cc2ccccc2)C(=O)COC(=O)c2ccc(O)cc2)nc1C

Screen / compound no.,7,8,9,10,11,12
CXCR6 inh,-2,-4,3,-6,6,-7
Gli-Sufu antag,-10,-2,0,4,10,-4
UBC13 polyUb,4,1,16,4,74*,-20
ATG4B inh,3,37,0,0,14,14
EBI2 antag,21,5,2,11,23,-42
CCR6 antagonist,-8,-10,13,0,11,-3
APJ antagonist,-4,-9,12,2,3,-25
APJ agonist,4,-2,-3,-2,-2,4

# Values by screen from the entries so far:
# Entries 1–8 in APJ agonist: /, -6, 12, -4, -3, 12, 4, -2
# Entries 1–8 in APJ antagonist: /, 0, 6, 15, 1, -9, -4, -9

# Carrying on.
13: CCOC(=O)CNC(c1ccccc1)c1cc(Br)ccc1NC(=O)CCN1CCOCC1 (centres undefined)
14: COc1ccc(CCN2C(=O)c3[nH]nc(-c4ccccc4O)c3C2c2cccc(O)c2)cc1OC (centres undefined)
15: Cc1cc(C)cc(OCc2nnc(SCC(=O)OC(C)C)o2)c1
16: CC(C)C[C@H](NC(=O)OC(C)(C)C)C(=O)N[C@@H](CO)[C@H](O)[C@@H]1C[C@@H]1C(=O)N1CCCC1
17: CC1=CC(C)(C)n2c(O)c(N=NC(N)=S)c3c(C)ccc1c32
18: CC(C(=O)NCCc1ccc(F)cc1)N1CCN(Cc2ccccc2)CC1 (centres undefined)

Screen / compound no.,13,14,15,16,17,18
CXCR6 inh,9,3,-11,-3,12,-2
Gli-Sufu antag,11,-2,-6,-6,-8,6
UBC13 polyUb,8,9,7,-12,19,3
ATG4B inh,-3,-32,7,-2,-4,-19
EBI2 antag,27,-2,0,1,2,-2
CCR6 antagonist,23,8,5,12,35,18
APJ antagonist,-5,-5,7,0,5,5
APJ agonist,-2,1,-4,-4,-1,-4

19: Cc1ccc(-c2nnn(Cc3nc4ccccc4s3)n2)cc1
20: Cc1cc2c(=O)n(CC(=O)N3CCN(c4ccccc4)CC3)cnc2s1
21: O=C1NC(=O)/C(=C/c2ccccc2OCc2ccccc2)S1
22: O=C(CSCc1ccc(Cl)cc1)NCC1CCCO1 (centres undefined)
23: O=C(CSc1ccccc1)N1CCN(c2ccc(F)cc2)CC1
24: CC(=O)Nc1cc(Cl)ccc1OS(=O)(=O)c1ccc(C)cc1

Screen / compound no.,19,20,21,22,23,24
CXCR6 inh,-4,-5,-2,-7,-8,7
Gli-Sufu antag,-65,2,8,0,46,2
UBC13 polyUb,2,-4,-14,5,8,-6
ATG4B inh,5,2,46*,4,1,-5
EBI2 antag,-6,-1,-22,-3,21,-4
CCR6 antagonist,-9,5,-7,4,6,11
APJ antagonist,-18,13,11,-3,15,3
APJ agonist,6,-3,-1,2,2,-5

25: CC(C)(CCO)NC(=S)NC1CC2C=CC1C2 (centres undefined)
26: CC[n+]1c(C)cc(C)n1-c1ccccc1
27: Cc1c(N2C(=O)CSC23C(=O)Nc2ccccc23)c(=O)n(-c2ccccc2)n1C (centres undefined)
28: OC(CN1CCN(c2ccccn2)CC1)Cn1c2ccc(Cl)cc2c2cc(Cl)ccc21 (centres undefined)
29: CCOc1ccc(-n2ccc(=O)c(C(=O)O)n2)cc1
30: Cc1ccc(N2CC(C(=O)Nc3nnc(SCC(N)=O)s3)CC2=O)cc1 (centres undefined)

Screen / compound no.,25,26,27,28,29,30
CXCR6 inh,-12,4,1,0,4,-9
Gli-Sufu antag,-5,2,4,0,3,4
UBC13 polyUb,5,1,-1,6,1,3
ATG4B inh,-2,3,-3,-8,-1,-6
EBI2 antag,-3,5,-16,-2,-5,3
CCR6 antagonist,8,18,11,0,9,-21
APJ antagonist,-11,4,11,-16,-23,2
APJ agonist,-6,-2,-3,-2,-2,10

31: Cc1c(C(=O)N(C)c2ccc(Cl)cc2)cnn1-c1ccccc1
32: O=C(CCS(=O)(=O)c1ccc(Br)s1)NC1CCCCCC1
33: Cc1ccc(C(C(=O)NCc2ccc(F)cc2)N(Cc2ccco2)C(=O)c2snc(C(N)=O)c2N)o1 (centres undefined)
34: CCC(CC)C(=O)Nc1nc(-c2ccc3c(c2)CCN3C(=O)C2CC2)c(C)s1
35: COCCN(C(=O)COC(=O)c1ccccc1Cc1ccccc1)c1c(N)n(Cc2ccccc2)c(=O)[nH]c1=O
36: CC(C)(C)C(=O)O/N=C(\N)c1ccc([N+](=O)[O-])s1

Screen / compound no.,31,32,33,34,35,36
CXCR6 inh,2,-4,12,4,7,-18
Gli-Sufu antag,-38,-5,-9,1,4,1
UBC13 polyUb,-5,-4,7,-4,-3,-8
ATG4B inh,3,-10,1,0,-12,-1
EBI2 antag,4,-3,-19,-12,1,-8
CCR6 antagonist,7,-3,25,7,25,-1
APJ antagonist,14,-1,3,7,9,-21
APJ agonist,-1,-2,-1,-1,-6,3

37: NC(=O)C1CCN(S(=O)(=O)c2cccc(S(=O)(=O)N3CCCCC3)c2)CC1
38: COc1ccccc1Nc1nn2c(=O)c3ccc(C(=O)N4CCCCC4)cc3nc2s1
39: O=S1(=O)c2c(F)cccc2O[C@@H](COCc2ccccc2)CN1CCc1ccc(F)cc1
40: CCN1C(=O)C(CC(=O)Nc2ccc(OC)cc2)N(Cc2cccs2)C1=S (centres undefined)
41: COC(=O)c1c(C)oc(C)c(C(=O)OC)c1=O
42: CCOC(=O)C1(Cc2ccc(Cl)cc2)CCN(C(=O)c2cscn2)CC1

Screen / compound no.,37,38,39,40,41,42
CXCR6 inh,1,2,-1,3,-6,-5
Gli-Sufu antag,3,32,7,1,-3,6
UBC13 polyUb,4,1,/,-4,5,12
ATG4B inh,-6,4,4,13,1,-1
EBI2 antag,-13,7,19,-8,7,-6
CCR6 antagonist,15,25,18,-1,7,13
APJ antagonist,-9,-6,/,2,-10,8
APJ agonist,-1,-1,/,0,-1,-3

43: COc1cccc(C(=O)Oc2ccc(N3C(=O)CCC3=O)c(C)c2)c1
44: N#CCCN(C(=O)COC(=O)CNC(=O)c1cccs1)c1ccc(F)cc1
45: Cc1ccc(-c2csc3ncn(C(C)C(=O)O)c(=O)c23)cc1 (centres undefined)
46: COC(=O)c1ccc2c(=O)n(-c3ccc(OC)cc3)c(=S)[nH]c2c1
47: COc1ccc(Cn2c(CCC(=O)Nc3ccccc3)nc3cccnc32)cc1
48: CN(C)C(=O)c1nc(C#N)c(N(C)C)o1

Screen / compound no.,43,44,45,46,47,48
CXCR6 inh,10,2,-1,5,-1,-4
Gli-Sufu antag,0,1,-3,-5,4,-2
UBC13 polyUb,-2,2,-3,-10,-5,-1
ATG4B inh,2,-3,3,-1,-13,6
EBI2 antag,-4,4,12,-1,-1,-7
CCR6 antagonist,19,1,-7,-3,3,-3
APJ antagonist,-4,10,1,8,-13,-6
APJ agonist,-3,-8,0,-5,2,0

49: O=C(CN1CCN(c2cccc(Cl)c2)CC1)NC1CCCc2ccccc21 (centres undefined)
50: CC(C)Cn1c(N)c(C(=O)COC(=O)CCc2nc3ccccc3c(=O)[nH]2)c(=O)n(C)c1=O
51: O=S(=O)(NCc1ccccc1Cl)c1cnc[nH]1
52: COc1ccccc1NS(=O)(=O)c1ccc(C(=O)NCc2ccncc2)cc1
53: Oc1cncc(-c2cccnc2)c1
54: N#Cc1ccc(-c2cccnc2)nc1SCc1ccc(Cl)c(Cl)c1

Screen / compound no.,49,50,51,52,53,54
CXCR6 inh,-9,1,-10,2,-4,2
Gli-Sufu antag,-7,-6,-1,-2,-1,11
UBC13 polyUb,-1,-8,3,-4,5,/
ATG4B inh,-6,-5,-10,-2,0,-3
EBI2 antag,1,5,0,5,-4,27
CCR6 antagonist,13,10,-7,7,6,15
APJ antagonist,15,-9,1,5,3,/
APJ agonist,-4,1,-2,-4,-3,/

55: COc1ccccc1CNC(=O)CNC(=O)Cn1cnc2ccccc2c1=O
56: c1ccc2c(c1)[nH]c1c(NCC3CCCO3)ncnc12 (centres undefined)
57: O=C(NNC(=O)c1ccc([N+](=O)[O-])cc1Cl)c1ccncc1
58: COc1cccc(OCCOCCN(C)CCO)c1
59: CCCCOC(=O)C1CCC[C@@H](C)N1 (some centres undefined)
60: COc1ccc(CCN2CC(C(=O)OCC(=O)N(C)Cc3ccccc3)CC2=O)cc1OC (centres undefined)
61: O=C(O)Cc1csc(NC(=O)CSc2nnnn2-c2ccc(O)cc2)n1
62: O=C(C[C@H]1C[C@H](C(=O)N2CCCCC2)[C@@]2(CCc3ccccc3)c3[nH]c4ccc(Cl)cc4c3CCN2C1=O)NCCc1ccccn1
63: COc1ccc(CCN2C(=O)CC(NCc3ccc4c(c3)OCO4)C2=O)cc1OC (centres undefined)

Screen / compound no.,55,56,57,58,59,60,61,62,63
CXCR6 inh,4,2,-14,1,-2,2,-4,-1,2
Gli-Sufu antag,-2,-3,-22,11,6,-5,-19,14,-2
UBC13 polyUb,0,10,-1,0,-4,-10,0,/,-3
ATG4B inh,-2,12,-5,-7,-3,-1,-6,-13,3
EBI2 antag,-11,6,-2,-2,2,-7,-13,13,-5
CCR6 antagonist,6,3,-28,28,22,9,1,16,4
APJ antagonist,10,12,-28,-12,-5,-51,4,/,4
APJ agonist,-1,-1,2,-2,-3,-2,0,/,-5

# Random excerpt: 5 records from the list
45: Cc1ccc(-c2csc3ncn(C(C)C(=O)O)c(=O)c23)cc1 (centres undefined)
14: COc1ccc(CCN2C(=O)c3[nH]nc(-c4ccccc4O)c3C2c2cccc(O)c2)cc1OC (centres undefined)
53: Oc1cncc(-c2cccnc2)c1
12: CCOC(=O)c1sc(N(Cc2ccccc2)C(=O)COC(=O)c2ccc(O)cc2)nc1C
28: OC(CN1CCN(c2ccccn2)CC1)Cn1c2ccc(Cl)cc2c2cc(Cl)ccc21 (centres undefined)

Screen / compound no.,45,14,53,12,28
CXCR6 inh,-1,3,-4,-7,0
Gli-Sufu antag,-3,-2,-1,-4,0
UBC13 polyUb,-3,9,5,-20,6
ATG4B inh,3,-32,0,14,-8
EBI2 antag,12,-2,-4,-42,-2
CCR6 antagonist,-7,8,6,-3,0
APJ antagonist,1,-5,3,-25,-16
APJ agonist,0,1,-3,4,-2

# Assay outcomes: PubChem BioAssay, Sanford-Burnham Center for Chemical Genomics
